NPR1 activator = GC-A (human) enzyme activation; AID 1671463; activation, % at 10 µM; 0.14% of 370,000 active; HEK293 GC-A cells, cGMP TR-FRET, EC30 ANP; 0% at EC30 ANP, 100% saturating ANP; P16066; in the data active means activation above about 40%
HGIII-sPLA2 inh = Blocks human group III sPLA2 activity. Q9NZ20. QFRET BODIPY PC-A2 liposome hydrolysis, fluorescence. inhibition, % at 12.2 µM. 0.56% of 370,000 active;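 active means inhibition above mean plus 3 SD of compounds lying within the high and low control bounds, cut at about 19% in these data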;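 further: 0% = median of test compound wells and 100% = no enzyme DMSO wells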
Target sequence (Q9NZ20 whole entry, looked up): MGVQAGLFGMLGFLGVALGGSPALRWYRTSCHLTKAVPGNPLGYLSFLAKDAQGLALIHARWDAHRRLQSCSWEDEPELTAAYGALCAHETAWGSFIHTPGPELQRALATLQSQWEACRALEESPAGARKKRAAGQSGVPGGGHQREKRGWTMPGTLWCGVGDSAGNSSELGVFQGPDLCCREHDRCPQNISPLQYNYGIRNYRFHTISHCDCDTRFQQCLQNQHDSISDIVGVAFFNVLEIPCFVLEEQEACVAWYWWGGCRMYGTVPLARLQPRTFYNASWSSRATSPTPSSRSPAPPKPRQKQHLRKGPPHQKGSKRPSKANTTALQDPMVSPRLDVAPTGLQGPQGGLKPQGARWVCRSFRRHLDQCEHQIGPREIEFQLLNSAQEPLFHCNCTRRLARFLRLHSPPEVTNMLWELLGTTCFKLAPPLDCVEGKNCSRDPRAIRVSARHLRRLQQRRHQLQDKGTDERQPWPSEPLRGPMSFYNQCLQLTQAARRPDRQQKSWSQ
GAA850 FXN act = increases GAA850 frataxin promoter reporter activity | HEK293 lucGAA850 FXN promoter luciferase reporter, 24 h; percent of 10 µM SAHA response | activation, % at 6 µM | 0.56% of 360,000 active;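 active means activation above the average of all compounds screened plus 3 SD, cutoff fixed separately per campaign, cut at about 7.5% in these data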;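 further: 0% = DMSO wells and 100% = 10 µM SAHA wells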
DAX1 inh-1 = NR0B1 (DAX1) inhibition. P51843. HEK293 Gal4-DAX1 luciferase reporter, luminescence. inhibition, % at 6.75 µM. 0.99% of 340,000 active. AID 504766;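 active means inhibition above the mean over all tested compounds plus 3 SD, cut at about 4.2% in these data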;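 further: 0% = DAX1-transfected cells with DMSO and 100% = empty-vector control cells with DMSO; inhibition shows as a rise in luminescence from relieved DAX1 repression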
Target sequence (P51843 207-470 limits assumed): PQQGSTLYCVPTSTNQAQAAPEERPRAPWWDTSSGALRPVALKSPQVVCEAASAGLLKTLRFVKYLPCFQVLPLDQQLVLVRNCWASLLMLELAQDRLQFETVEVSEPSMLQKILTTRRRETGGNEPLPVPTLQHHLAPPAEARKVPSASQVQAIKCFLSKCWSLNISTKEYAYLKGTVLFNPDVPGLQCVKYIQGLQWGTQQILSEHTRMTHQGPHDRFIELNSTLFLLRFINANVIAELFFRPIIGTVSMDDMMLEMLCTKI
ssDAF12 agonist = activates DAF-12 receptor from parasite S. stercoralis; activation, % at 6.8 µM; HEK293 ssDAF-12/GRIP1 lit1-tk-luc reporter, luminescence; % of 3 µM dafachronic acid response; 1% of 370,000 active; AID 652126;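 active means activation above the mean over all tested compounds plus 3 SD, cut at about 0.9% in these data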;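 further: 0% = DMSO-only wells and 100% = 3 µM delta7-dafachronic acid wells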
DAX1 inh-2 = inhibitors of DAX1 repression of SF-1 activated StAR promoter | AID 652010 | HEK293T StAR-luciferase reporter, SF-1/DAX-1 repression relief | inhibition, % at 6.8 µM | 1.1% of 370,000 active;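 active means inhibition above the mean over all tested compounds plus 3 SD, cut at about 3.6% in these data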;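 further: 0% = DAX-1 cells with DMSO and 100% = cells lacking DAX-1 with DMSO; higher inhibition means more luminescence from relief of DAX-1 repression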
NPR2 activator = GC-B (human) receptor activation; P20594; HEK293-GC-B cells, CNP EC30, cGMP TR-FRET; 0% at EC30 CNP, 100% saturating CNP; activation, % at 10 µM; 0.11% of 370,000 active; AID 1920062;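 active means activation at 10 µM reaching about 35% in either raw or pattern-adjusted values, limit read from the data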
SMARCA2 activ = activators of SMARCA2 function. MG213 cells, MMTV-luciferase reporter, dexamethasone, overnight. activation, % at 9.1 µM. 1% of 370,000 active. AID 652017; in the data active means activation above about 7.8%;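 further: 0% = vehicle wells and 100% = reference activator wells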
proKLK7 act = activates the human kallikrein-7 zymogen; P49862; purified proKLK7, EDANS-DABCYL substrate fluorescence; 100% is mature enzyme control, 0% vehicle; activation, % at 7 µM; 0.9% of 370,000 active; AID 652039;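 active means activation above the mean of all tested compounds plus 3 SD, computed per campaign excluding outliers beyond control limits, cut at about 13% in these data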
Target sequence (P49862 whole entry, looked up): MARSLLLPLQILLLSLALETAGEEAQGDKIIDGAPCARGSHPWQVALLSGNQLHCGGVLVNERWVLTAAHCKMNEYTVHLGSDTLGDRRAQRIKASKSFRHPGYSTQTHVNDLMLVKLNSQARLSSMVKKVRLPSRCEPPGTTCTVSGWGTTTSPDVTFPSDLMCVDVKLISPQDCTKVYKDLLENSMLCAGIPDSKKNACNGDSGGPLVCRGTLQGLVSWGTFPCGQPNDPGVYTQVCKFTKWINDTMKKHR
hcDAF12 agonist = H. contortus DAF-12 activation, primary screen. HEK293 hcDAF-12 lit1-tk-luc reporter, luminescence; 0% DMSO, 100% Δ7-dafachronic acid. activation, % at 6.8 µM. 1.4% of 370,000 active. AID 652067;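 active means activation above the mean of all tested compounds plus 3 SD, cut at about 5.5% in these data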;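 further: 100% = response to 3 µM Δ7-dafachronic acid high control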
hgDAF12 agonist = hgDAF-12 agonism, primary luciferase screen. HEK293 GAL4-hgDAF12 UAS-luciferase reporter, agonist luminescence; normalized to butyrate control. activation, % at 6.8 µM. 1.8% of 370,000 active;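 active means activation above a cutoff set at the mean of all screened compounds plus 3 SD, cut at about 10% in these data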;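 further: 0% = DMSO wells and 100% = sodium butyrate wells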
Starred values were filed as active, the others as inactive; x = no result given.

SMILES,hcDAF12 agonist,SMARCA2 activ,NPR1 activator,NPR2 activator,GAA850 FXN act,ssDAF12 agonist,DAX1 inh-2,proKLK7 act,DAX1 inh-1,hgDAF12 agonist,HGIII-sPLA2 inh
Cc1cc2c(cc1C)CSC(c1ccccc1OC(=O)C(C)C)SC2,1.0,-2,-1,-2,0.3,-0.9,-0.8,0.3,1.7,0.1,-7
CC1CCc2c(sc(NC(=O)CSc3ncnc4c3cnn4-c3ccccc3Cl)c2C#N)C1 (stereo not given),-0.5,1,-3,2,-1.8,-0.8,0.2,0.5,1.8,2.0,-4
CCC(C)(C)NC(=O)C(c1cccn1C)N(Cc1ccc(OC)cc1)C(=O)Cn1nnc2ccccc21 (stereo not given),-0.5,3,-19,-17,1.7,-0.2,-0.2,0.3,0.4,-0.4,-10
COCCN1C(=O)C(CC(=O)Nc2ccccc2)SC1=Nc1ccc(OC)cc1 (stereo not given),-1.7,0,-8,-2,-0.3,-1.1,-1.1,-0.1,0.8,-2.2,-14
CCN(CC)c1ccc(NC(=O)c2ccccc2Br)cc1S(=O)(=O)Nc1ccccc1OC,-2.1,-6,14,7,-0.6,-1.8,-0.8,-1.0,0.4,-3.4,-1
O=C(NCc1ccccc1CN1CCOCC1)c1ccc(-n2cccn2)cc1,-0.1,-2,-3,1,2.2,-1.3,1.1,0.5,0.0,1.0,4
CC(C)CC(=O)NC(NCC1CCCO1)C(Cl)(Cl)Cl (stereo not given),-1.0,-1,1,-1,-1.2,-1.3,-0.6,-0.3,0.5,2.1,1
O=S(=O)(Nc1ccc2c(c1)nc1n2CCN(Cc2ccccc2)C1)c1ccc(F)cc1,-1.6,-3,-1,-2,0.4,-0.3,-0.3,-68,-0.1,-0.7,-5
Cc1ccc2nc(N3C(=O)C(O)=C(C(=O)c4ccco4)C3c3cccc(O)c3)sc2c1 (stereo not given),0.1,1,0,-2,0.7,0.5,0.8,0.2,-0.2,9.1,-18
O=C(O)C(c1ccccc1)C1(O)CCC1 (stereo not given),-2.3,-4,-1,2,-0.6,-0.9,0.2,-0.2,-1.5,-4.0,14
C[C@@H]1CN([C@@H](C)CO)S(=O)(=O)c2ccc(Br)cc2O[C@H]1CN(C)C(=O)Nc1ccc(C(F)(F)F)cc1,-1.8,-4,-4,-2,0.2,-1.2,-1.3,0.1,-0.3,-1.1,-43
COc1ccc(-c2nnc(SCC(=O)N/N=C\C=C/c3ccco3)n2-c2ccc(C)cc2)cc1,-3.3,-2,-10,-1,x,-1.3,-1.2,0.2,x,-2.0,-12
CCC(C(=O)Nc1cccc(C(=O)O)c1)c1ccccc1 (stereo not given),2.3,-2,3,2,2.1,-0.8,-0.3,-0.7,-0.3,0.9,3
Cc1ccc(C)c(N(C(=O)CCC(=O)Nc2cc(C)on2)C(C(=O)NC2CCCC2)c2ccco2)c1 (stereo not given),-0.9,-4,-4,-8,-3.6,-1.1,-0.2,-0.2,-0.6,1.8,3
CCOC(=O)N1CCN(C(=O)C[C@H]2C[C@@]3(C(=O)OC)C(=C[C@H](COCc4ccccc4)O[C@@H]3C)N(Cc3ccc4c(c3)OCO4)C2=O)CC1,-0.4,-1,2,-4,x,-0.9,0.4,0.9,x,-1.7,-5
C[C@H]1CN([C@@H](C)CO)C(=O)c2cccc(NC(=O)C3CC3)c2O[C@H]1CN(C)S(=O)(=O)c1cccs1,-1.0,1,-10,-6,-0.8,-1.4,-1.0,0.5,-2.7,3.1,-6
CCSc1nnc(NC(=O)c2csc(C)c2)s1,1.4,8.1*,0,5,0.7,-0.8,1.4,0.0,0.6,5.1,-3
CCOc1ccccc1OCCCC(=O)NC1CCCc2ccccc21 (stereo not given),-1.7,-1,-4,-3,-3.6,-1.8,-0.6,0.9,-0.2,-3.7,1
COc1ccc(C(=O)C(CO)Oc2ccccc2OC)cc1OC (stereo not given),0.1,-1,-1,-4,0.3,-1.1,0.5,-0.5,0.4,-3.0,5
O=C(/C=C/Nc1cccc(F)c1)c1ccco1,8.8*,5,-2,3,5.0,1.4*,2.6,0.3,3.1,12*,-7
COc1ccc(-n2cc(CNCCCN3CCCC3=O)c(-c3ccccc3Cl)n2)cc1,-1.5,-1,1,3,-3.3,-1.9,-0.4,0.2,-0.9,1.1,-1
CC(C)Sc1nc2ccccc2[nH]1,-1.1,-2,1,2,0.4,-1.0,-0.4,0.3,1.8,-0.5,4
COC(=O)c1sccc1-n1cccc1C(=O)C(=O)N1CCCC1,-0.5,0,1,2,0.8,-0.6,-0.9,-0.1,-0.6,-0.5,-9
Cc1cc(-c2nnc3n2N=C(c2ccccc2)CS3)n[nH]1,-3.1,1,-2,2,0.6,-2.0,-0.1,0.6,0.5,-0.7,-14
O=C(c1ccc(Cl)cc1Cl)c1ncc(C(F)(F)F)cc1Cl,-1.2,-1,0,5,-3.2,-1.6,-0.1,0.2,1.6,0.6,3

The list continues.
SMILES,hcDAF12 agonist,SMARCA2 activ,NPR1 activator,NPR2 activator,GAA850 FXN act,ssDAF12 agonist,DAX1 inh-2,proKLK7 act,DAX1 inh-1,hgDAF12 agonist,HGIII-sPLA2 inh
CC(C(=O)Nc1ccc2[nH]c(=O)[nH]c2c1)N1CCN(Cc2ccc3c(c2)OCO3)CC1 (stereo not given),-2.0,-1,-9,-1,0.4,-1.5,1.5,-0.9,0.1,-3.9,11
COc1ccc(S(=O)(=O)N2CCC(C(=O)NCCC(=O)NC3CC3)CC2)cc1,-0.8,0,-1,0,4.2,0.2,-0.1,-0.4,0.5,-1.2,7
CCN(CC)C(=O)C(=O)c1cccn1-c1c(Cl)cccc1C#N,0.1,0,5,-1,1.5,-1.4,-0.1,0.0,1.2,-0.6,-3
CCOC(=O)CNC(=O)CSc1nc2ccccc2c(=O)n1-c1ccc(Cl)cc1,-3.5,-5,-4,6,x,-1.9,-1.1,0.8,x,-1.0,0
NC(=O)c1cccc(Nc2nc(C(N)C3CCCCC3)cs2)n1 (stereo not given),1.5,-3,1,-4,-2.8,-0.9,2.8,-0.2,x,5.8,3
c1cc2c(cc1NC1CCCCCC1)OCO2,-0.9,1,-2,-3,2.5,-0.6,0.1,-0.6,0.9,1.6,7
Clc1ccccc1-c1ccc2nccn2c1,-1.0,-4,-2,-8,2.7,-0.9,1.0,-1.0,x,-3.6,7
CN(C)S(=O)(=O)c1ccc(C(=O)NCc2nc3ccccc3s2)cc1,1.8,2,-5,-15,1.6,-1.0,0.1,0.0,-0.2,-0.1,-7
O=C1NC2(CCCCC2)N(C(=O)c2ccccc2)C2=C1CCCC2,0.1,5,x,x,0.0,-0.6,-0.1,-0.5,0.7,0.6,-6
COC(=O)COc1ccc(S(=O)(=O)NCC2CCCO2)cc1Cl (stereo not given),-0.8,-3,-1,2,0.1,-1.1,0.6,0.1,0.1,-0.6,-8
COC(=O)c1cc(C(=O)N2CCN(C(=O)c3ccco3)CC2)cc([N+](=O)[O-])c1,-0.4,-3,2,0,0.1,0.1,-0.8,0.0,1.1,-3.2,10
O=C(NCc1cccs1)C1CCCN(S(=O)(=O)c2ccc([N+](=O)[O-])cc2)C1 (stereo not given),-2.3,0,3,1,x,-1.8,-0.5,-0.5,x,-1.4,3
COc1cc(C2C3C(=O)N(c4ccc(F)cc4)C(=O)C3ON2c2ccccc2)ccc1O (stereo not given),-0.5,-1,-1,4,-2.0,-0.9,-0.3,0.1,0.0,-0.4,-11
COc1cc([N+](=O)[O-])ccc1N1C(=O)C2C3C=CC(C4CC34)C2C1=O (stereo not given),0.0,-2,1,-7,1.6,-1.5,-0.3,0.1,0.1,-2.0,-2
CCc1ccccc1NC(=O)c1cc(=O)c2ccccc2o1,-1.8,7,-2,-5,3.6,-2.1,-0.6,-0.7,-0.9,-2.3,2
COc1cccc(NC(=O)CCC(=O)Nc2cccc(OC)c2)c1,2.5,0,-1,0,0.4,-1.5,1.2,0.3,-0.3,3.4,-5
Cc1cccc(NC(=O)c2cnc3n(c2=O)CCS3)c1,0.1,2,3,1,7.3,-1.0,1.4,0.6,1.4,5.9,1
COc1ccc(-c2cc(C3CC3)nc(N)c2C#N)cc1,-1.4,0,4,-1,2.9,-1.6,-0.3,2.2,0.0,0.3,-9
Cn1c(=O)c2c(nc(NCCCO)n2C/C=C/c2ccccc2)n(C)c1=O,-1.9,-1,6,5,-0.5,-1.2,-0.5,0.6,-1.1,-0.5,-3
CC1CC1C(=O)N1CCN(S(=O)(=O)c2cc(C(F)(F)F)cc(C(F)(F)F)c2)CC1 (stereo not given),-0.1,-4,0,-5,-1.9,-0.6,-0.2,-0.1,0.1,3.5,4
CC(NC(=O)COC(=O)c1cccnc1Cl)C12CC3CC(CC(C3)C1)C2 (stereo not given),-2.2,-1,-1,0,3.8,-1.5,1.6,0.3,-0.5,0.5,3
Cc1ccc2c(CN3CCCCC3C)cc(=O)oc2c1 (stereo not given),-1.4,-1,-1,-2,5.2,-1.5,-0.3,0.6,1.8,-1.8,2
CCOC(=O)/C=C1\SCC(=O)N1CC(=O)Nc1cc(S(=O)(=O)N(C)C)ccc1C,0.2,2,-4,4,0.7,-1.2,-0.3,-0.1,0.4,0.4,-22
CCc1ccc(CN(C)C(=O)CCc2nnc(CCc3ccccc3OC)o2)nc1,-1.6,-3,-1,2,0.9,-1.4,-0.2,-0.1,1.5,-5.5,5
CCn1c(SCC(=O)Nc2ccccc2)nc2nc3c(cc2c1=O)COC(C)(C)C3,-0.7,3,1,-3,x,-1.3,-0.7,0.2,x,0.4,6

Continued:
SMILES,hcDAF12 agonist,SMARCA2 activ,NPR1 activator,NPR2 activator,GAA850 FXN act,ssDAF12 agonist,DAX1 inh-2,proKLK7 act,DAX1 inh-1,hgDAF12 agonist,HGIII-sPLA2 inh
Cc1ccc(-c2nc(=S)c3c(n2CC2CCCO2)CC(C)(C)OC3)cc1 (stereo not given),-1.0,-4,-2,0,0.9,-1.3,-0.3,0.1,-0.6,0.3,2
COc1ccc(-c2nc(C#N)c(N3CC(C)OC(C)C3)o2)cc1OC (stereo not given),-0.7,-1,-3,-19,4.0,-0.6,-0.5,-1.0,0.1,-1.7,-4
O=C(O)C1CCN(C(=O)c2ccc(Cl)cc2)CC1,-1.9,1,1,5,1.1,-1.1,1.1,0.3,0.2,4.7,4
COc1ccc(CNC(=O)CSc2ncn[nH]2)cc1OC,1.3,4,2,1,1.2,-0.1,0.1,0.4,0.4,-0.6,1
COc1ccc(N2C(=O)CC(Nc3ccc(F)cc3)C2=O)c([N+](=O)[O-])c1 (stereo not given),-0.7,2,3,-3,1.5,-0.9,-0.2,0.6,-0.9,0.3,-6
O=C(NC1(C(F)(F)F)NC(=O)N(Cc2ccccc2)C1=O)c1cccnc1 (stereo not given),-0.9,1,-3,2,-2.1,-1.1,-0.2,0.9,2.5,0.2,1

Source: PubChem BioAssay
